Compound activity as filed in PubChem BioAssay.
Pin1 inh = inhibitors of human Pin1; Q13526; Pin1 FP peptide displacement, HiFluor488, 10 min; Potency, µM (titrated, usually from 115 µM), for inactives: at the top dose activity, negative = inhibition, most hits filed as inhibitors; 390,000 tested, 0.009% active; AID 504891; active means well fitted inhibition curve with a large enough effect in the polarisation, with a control signal flat, not every such curve was filed as active; inconclusive means small, poorly fitted or top-dose-only effect, or effect the other way, or a change in a side signal; inactive means no such curve, though single readings can be large or run the other way; the % refers to the polarisation; further: on the % scale 0 is the no-effect control and ±100 the full control effect
Target sequence (Q13526 whole entry, looked up): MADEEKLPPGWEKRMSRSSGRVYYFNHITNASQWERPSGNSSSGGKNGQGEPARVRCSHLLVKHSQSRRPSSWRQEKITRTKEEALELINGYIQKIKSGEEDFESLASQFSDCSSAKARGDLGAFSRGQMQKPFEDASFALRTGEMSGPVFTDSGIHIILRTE
ERG-DNA inh = ERG Ets/DNA interaction inhibition; AID 624246; P11308; Potency, µM (series often up to 76.9 µM), inactives show at the top dose FP activity, negative = inhibition, most hits filed as inhibitors; fluorescence polarization, His-ERG Ets domain / labelled DNA; 370,000 tested, 0.028% active; active means well fitted inhibition curve with a large enough effect in the polarisation, with a control signal flat; inconclusive means small, poorly fitted or top-dose-only effect, or effect the other way, or a change in a side signal; inactive means no such curve, though single readings can be large or run the other way; the % refers to the polarisation;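 further: polarization taken with two DNA probes labelled with fluorescein and Texas red; % of control where 0% means no effect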
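His-tagged ERG Ets domain (1 uM in the protein solution; 300mM KCl, 50mM Tris-HCl, 1mM EDTA, 1mM DTT, pH 7.5) received compound, then a probe mix of 5 nM fluorescein-DNA and 100nM Texas-615-DNA. Fluorescence polarization was read for both dyes.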
HP1b chromo inh = blocks HP1-beta chromodomain binding to methylated histone tails | 390,000 tested, 0.56% active | AlphaScreen HP1-beta / biotin-H3K9me3 peptide binding | Potency, µM (titrated, usually from 114 µM), inactives show top-dose activity change, negative = inhibition, most hits filed as inhibitors | P83916; further: nearly all actives have a fitted effect of over 70% in size; inactives centre near 23
Target sequence (P83916 whole entry, looked up): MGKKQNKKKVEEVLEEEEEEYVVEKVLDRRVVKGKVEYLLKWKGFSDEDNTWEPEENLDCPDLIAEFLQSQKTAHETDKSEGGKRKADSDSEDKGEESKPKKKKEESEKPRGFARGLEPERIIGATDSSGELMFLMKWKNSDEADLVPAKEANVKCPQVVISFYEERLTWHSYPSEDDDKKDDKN
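AlphaScreen: HP1-beta (50 nM) preformed 30 min with biotin-H3(1-18)K9me3 peptide (50 nM) in PBS pH 7.4, 0.01% Tween-20. Compound added for 30 min at RT, then streptavidin donor/nickel chelate acceptor beads (10 ug/mL) for 30 min.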
JMJD2A Tudor inh = JMJD2A Tudor domain (human) inhibition. AID 504339. AlphaScreen JMJD2A-Tudor / H3K4me3 peptide binding. Potency, µM (doses to about 114 µM), without a hit: at the top dose activity change, negative = inhibition, hits mostly inhibitors. 390,000 tested, 4.4% active. O75164; further: on the % scale 0 is the no-effect control and ±100 the full control effect; nearly all actives have a fitted effect of over 50% in size
RGS4 inhibitor = inhibitors of human regulator of G protein signaling 4. P49798. Transcreener GDP fluorescence polarization, RGS4-accelerated GTP hydrolysis. Potency, µM (titrated, usually from 114 µM), without a hit: at the highest dose activity change, negative = inhibition, most hits filed as inhibitors. 390,000 tested, 0.039% active; further: on the % scale 0 is the no-effect control and ±100 the full control effect; nearly all actives have a fitted effect of over 75% in size; some results filed as inactive show a strong effect at the top dose
Target sequence (P49798 whole entry, looked up): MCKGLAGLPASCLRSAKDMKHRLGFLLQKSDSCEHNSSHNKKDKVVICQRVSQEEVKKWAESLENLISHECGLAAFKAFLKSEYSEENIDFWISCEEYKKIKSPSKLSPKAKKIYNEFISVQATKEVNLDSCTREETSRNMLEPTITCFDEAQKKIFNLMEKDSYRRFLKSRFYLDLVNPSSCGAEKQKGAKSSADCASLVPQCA
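MLSMR compounds (23 nl, pin-transferred) preincubated 10 min at room temperature with a 500nM (2x) first reagent, then RGS4 at 900nM (2x) plus Transcreener GDP mix added; fluorescence polarization (620/688 nm) read before and after 90 min at 30 °C.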
ALOX12 inh = blocks human arachidonate 12S-lipoxygenase | purified 12hLO, xylenol orange hydroperoxide absorbance | 580,000 tested, 1.1% active | P18054 | Potency, µM (series often up to 108 µM), for the others: at the top dose activity change, negative = inhibition, hits mostly inhibitors; further: on the % scale 0 is the no-effect control and ±100 the full control effect
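Hydroperoxide product was detected by ferrous iron/xylenol orange as the 573 to 405 nm absorbance ratio. Arachidonic acid at 40 uM (final) was turned over for 30 min at room temperature by 150 nM human 12hLO, pH 7.0 Hepes buffer, after 15 min compound preincubation.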
PGK inhibitor = T. brucei PGK inhibition; Potency, µM (top dose mostly 57.5 µM), inactives show top-dose activity change, negative = inhibition, usual class: inhibitors; AID 602233; 380,000 tested, 0.043% active; PGK/GAPDH coupled, Kinase-Glo luminescence, 60 min; P07378; further: on the % scale 0 is the no-effect control and ±100 the full control effect; nearly all actives have a fitted effect of over 60% in size
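Luminescent ATP detection (Kinase-Glo Plus) follows a 60-minute room-temperature incubation, with wells lacking PGK as controls. Buffer: 100 mM TEA (pH 7.6), 5 mM MgCl2, 0.01% Tween-20. Coupling enzyme GAPDH (100 nM final) supplies unstable 1,3-BPG in-well.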
GLS inhibitor = blocks human kidney-isoform glutaminase activity | O94925 | GLS enzymatic activity, qHTS titration | Potency, µM (top dose mostly 45.5 µM), for inactives: at the highest dose activity change, negative = inhibition, usual class: inhibitors | 410,000 tested, 0.21% active | AID 624170; further: on the % scale 0 is the no-effect control and ±100 the full control effect
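hKGA in 45 mM KH2PO4 (pH 8.2), 0.02% Tween-20 with compound, then 1mM L-Glutamine (stock as added) plus glutamate oxidase/HRP/Amplex red coupling mix. Fluorescence read initially and after 30 min at RT; signal change reflects glutamate formation.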
TrxR1 inh = blocks rat thioredoxin reductase 1 | O89049 | recombinant rTrxR1, NADPH fluorescence consumption, selenite substrate | Potency, µM (highest dose often 114 µM), inactives show top-dose activity change, negative = inhibition, actives largely listed as inhibitors | 390,000 tested, 1% active | AID 588453; further: on the % scale 0 is the no-effect control and ±100 the full control effect; nearly all actives have a fitted effect of over 65% in size
Target sequence (O89049 whole entry, looked up): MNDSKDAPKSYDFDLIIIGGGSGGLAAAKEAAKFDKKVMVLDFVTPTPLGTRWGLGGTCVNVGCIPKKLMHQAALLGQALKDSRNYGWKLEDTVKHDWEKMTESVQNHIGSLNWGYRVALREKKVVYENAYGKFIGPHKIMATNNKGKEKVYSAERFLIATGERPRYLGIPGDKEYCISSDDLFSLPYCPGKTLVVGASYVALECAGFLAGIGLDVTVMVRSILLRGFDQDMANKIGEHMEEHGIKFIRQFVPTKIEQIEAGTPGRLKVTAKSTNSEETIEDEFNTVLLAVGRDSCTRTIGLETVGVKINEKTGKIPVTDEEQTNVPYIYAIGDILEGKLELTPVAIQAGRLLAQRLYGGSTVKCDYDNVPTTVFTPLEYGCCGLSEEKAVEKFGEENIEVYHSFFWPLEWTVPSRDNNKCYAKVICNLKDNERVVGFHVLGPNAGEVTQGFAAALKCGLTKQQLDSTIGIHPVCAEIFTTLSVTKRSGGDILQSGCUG
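Rat TrxR1 (90 nM in the dispensed reagent) was pre-reduced with 400 uM NADPH for 5 min at room temperature, then incubated with compound for 15 min. After 400 uM selenite was added, NADPH fluorescence (Ex 340/Em 450 nm) was followed for 8 min.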
* = called active by the depositor; i = inactive; ? = inconclusive; nt = not tested or not shown; & = joins results of further samples; [ ] = dose if it differs, or a comment. Unless noted, the call rests on the fitted dose curve; in most records, active means well fitted curve in the direction sought with a large enough effect; inconclusive means small, poorly fitted or top-dose-only effect, or another doubt; inactive means no such curve, though single readings can be large; an effect the other way counts as inactive or inconclusive. Potency means the concentration at half of the fitted maximal effect.

SMILES	Pin1 inh	ERG-DNA inh	HP1b chromo inh	JMJD2A Tudor inh	RGS4 inhibitor	ALOX12 inh	PGK inhibitor	GLS inhibitor	TrxR1 inh
COc1cc(Cl)ccc1OCc1cc(C(=O)N[C@H]2CCCCNC2=O)no1	-1%	5%	28%	-10%	-17%	2%	1%	-1%	12%
COc1ccc(S(=O)(=O)Nc2ccc(F)cc2)c(C)c1C	-1%	-4%	39%[activator]	-19%	9%	-14%	-7%	-3%	3%
CN1CCN(C(=O)C(=O)Nc2c3c(nn2-c2ccc(F)cc2)CSC3)CC1	-11%	-5%	43%[activator]	3%	4%	-13%	-5%	12%	10%[57.1 µM]
CCc1n[n+](CC(=O)c2ccccc2)c(N)s1	9%	1%	21%	0%	5%	-15%	?	11%	21%[57.1 µM]
CCCCCN=Cc1c(C)[nH]n(-c2nc3ccccc3s2)c1=O	-1%	-5%	31%	-28%	-7%	-15%	-9%	-2%	-7%[57.1 µM]
Cc1ccc(CSc2nnc(-c3ccncc3)n2CC2CCCO2)cc1 (stereo not given)	4%	-1%	14%	-9%	25%	-29%	-3%	-1%	-29%[57.1 µM]
COc1cccc(C(CC(=O)O)NS(=O)(=O)c2ccc3c(c2)N(C(C)=O)CC(C)O3)c1 (stereo not given)	-22%	5%	23%	-2%	15%	-4%	2%	7%	6%
COc1ccc(NC(=O)c2c(NC(=O)CNCC(C)C)sc3c2CCC3)c(OC)c1	-1%	2%	20%	-14%	-18%	12%	-6%	-18%	-6%[57.1 µM]
OCC(O)/C=N/Nc1nc(N2CCCCC2)nc(N2CCCCC2)n1 (stereo not given)	-2%	-2%	54%[activator]	-5%	15%[11.4 µM]	0%	-4%	1%	10%
COc1cc(C2/C(=C(\O)c3ccc4c(c3)CC(C)O4)C(=O)C(=O)N2CC2CCCO2)cc(OC)c1OC (stereo not given)	-14%	-4%	20%	-3%	20%	?	-4%	-4%	?
Cc1cc(SCC(=O)N(C)C2CCCCC2)nc2ccccc12	12%	1%	50%[activator]	10%	3%	?	-9%	1%	6%
CCc1ccc(-n2nc(CO)c(C(=O)NCCCCc3ccccc3)n2)cc1	0%	5%	17%	-12%	12%	-1%	2%	2%	?
CCCCCn1c(N2CCOCC2)nc2c1c(=O)n(CC(N)=O)c(=O)n2C	-9%	-1%	39%	6%	-16%	8%	-8%	-1%	17%[57.1 µM]
COc1ccc(C(=O)N2CCN(C(=O)COc3ccc(Br)cc3)CC2)cc1OC	-1%	-1%	20%	-10%	-8%	0%	-6%	-6%	24%
COc1ccc([C@H]2[C@H](C(=O)C(C)(C)C)N3N=Cc4ccccc4C3C23C(=O)OC(C)(C)OC3=O)cc1 (stereo not given in full)	5%	8%	19%	-19%	-7%	?	5%	0%	-6%
O=C(Nc1cc(Cl)cc(Cl)c1)c1cccnc1	-6%	10%	48%[activator]	-9%	33%	13%	-1%	8%	31%
CCOC(=O)c1sc2ncnc(OC)c2c1C	-3%	-2%	50%[activator]	3%	-19%	0%	-7%	-15%	1%
Cc1c(C(=O)NCC(c2ccc(Cl)cc2)N2CCOCC2)oc2ccccc12 (stereo not given)	-3%	-3%	30%	-19%	-7%	-11%	i	2%	19%
CCCCn1c(CN2CCN(C)CC2)nc2ccccc21	3%	-4%	26%	-22%	-23%	-3%	-14%	-2%	-15%
CCOC(=O)c1sc(SC)nc1N	-4%	-2%	21%	-21%	8%	0%	-1%	2%	1%
Cc1ccc(C(=O)Nc2ccc3oc(-c4cc(Br)ccc4Cl)nc3c2)cc1	1%	1%	17%	?	4%	-27%	3%	9%	1%
COc1ccc(N2CCN(C(=O)CCc3ccccc3OC)CC2)cc1	10%	6%	-7%	?	5%	0%	-4%	26%	5%
CC[C@@]12C(=O)N(c3cccc(Br)c3)C(=O)N1[C@H](c1ccc(Cl)cc1)[C@@H]1C(=O)N(C3CCCCC3)C(=O)[C@@H]12	16%	8%	21%	-8%	-31%	5%	-2%	-7%	26%
O=C(NC1CCCC1)c1ccc2c(c1)N(Cc1ccc(C(F)(F)F)cc1)C(=O)c1ccccc1S2	11%	-3%	27%	-8%	-4%	-25%	-7%	1%	18%
COC(=O)Cn1ccc(N(C)C)c(C#N)c1=O	0%	nt	28%	0%	-15%	5%	-6%[11.5 µM]	1%	6%
CCOc1cc2sc(N3CCC(C(=O)Nc4ccc(C)cc4)CC3)nc2cc1Br	7%	1%	29%	-13%	11%	-11%	-4%	-8%	12%
COc1cccc(C(=O)Nc2cc(-c3cn4cccnc4n3)ccc2C)c1OC	1%	-1%	18%[57 µM]	-18%	-9%	-7%	-3%	-13%	15%[57.1 µM]
COc1cc(C)c(Cl)cc1S(=O)(=O)N1CCSC1	-2%	-6%	52%[activator]	-1%	-31%	4%	i	-1%	20%[57.1 µM]
C[C@@]12CCC=C[C@H]1[C@H](c1ccc3ccccc3c1/C=C/c1ccccc1)N(Cc1ccccc1)C2=O	-1%	5%	22%	-20%	37%	14%	-4%	5%	27%
CCc1ccc(NC(=O)CNC(=O)c2nn(-c3ccc(OC)cc3)c(=O)c3ccccc23)cc1	11%	-19%	28%	-7%	-38%	-25%	-10%	-13%	-111%
COc1ccccc1CNC(=O)CN(Cc1ccc(Cl)cc1)S(C)(=O)=O	-1%	1%	26%	-4%	-12%	4%	-1%	0%	24%[57.1 µM]
CSCCC(NC(=O)c1ccc(Cl)cc1Cl)C(=O)NNC(=O)c1ccncc1 (stereo not given)	-8%	10%	38%[activator]	-19%	3%	394%[activator]	-8%	6%	16%
COc1ccc(CNCCC2(Cc3ccccc3)CC(C)N(C)CC2C)cc1OC (stereo not given)	-3%	9%	37%	-13%	15%	1%	0%	3%	26%
O=C(CN1C(=O)/C(=C/c2ccccc2)SC1=S)Nc1ncc(Cc2ccccc2)s1	13%	7%	-20%	-26%	-46%	-12%	-5%	11%	17%[57.1 µM]
Cn1nccc1C(=O)N1CCC(Cc2ccccc2)CC1	-3%	-3%	20%	10%	-25%	7%	-8%	-1%	4%
CC1=NN(c2ccccc2)C(=O)/C1=C\c1cc(C)n(-c2cccnc2)c1C	10%	-1%	11%	-12%	-42%	?	6%	7%	-13%[57.1 µM]

Next part; the last two above are carried over.
SMILES	Pin1 inh	ERG-DNA inh	HP1b chromo inh	JMJD2A Tudor inh	RGS4 inhibitor	ALOX12 inh	PGK inhibitor	GLS inhibitor	TrxR1 inh
Cn1nccc1C(=O)N1CCC(Cc2ccccc2)CC1	-3%	-3%	20%	10%	-25%	7%	-8%	-1%	4%
CC1=NN(c2ccccc2)C(=O)/C1=C\c1cc(C)n(-c2cccnc2)c1C	10%	-1%	11%	-12%	-42%	?	6%	7%	-13%[57.1 µM]
COC(=O)c1sccc1NC(=O)Nc1ccccc1OC	2%	17%	24%	0%	2%	1%	-4%	-16%	-7%
Cc1ccc(S(=O)(=O)N2CCCCC2)cc1NC(=O)CSc1nc(N)cc(=O)[nH]1	12%	0%	14%	-24%	-12%	24%	i	-1%	23%
CCCOc1ccc(Oc2ccc(S(=O)(=O)N3CCN(C)CC3)cn2)cc1	-5%	18%	6%	-26%	1%	-21%	-1%	-1%	-6%
CCCNC(=S)N1CCN(CC)CC1	-11%	0%	-53%	1.8µM*	3%	?	-1%	5%	-6%
COc1ccccc1-n1c(C)c(C(=O)O)c2cc(OC)c3ccccc3c21	-7%	-3%	15%	?	-29%	0%	nt	?	12%
O=C(CSCc1ccc(Cl)cc1)Nc1ccc2c(c1)OCO2	1%	-5%	42%[activator]	-3%	-14%	10%	2%	-5%	0%
Cc1cc(C(=O)N2CCN(c3ccccc3)CC2)no1	4%	-1%	13%	-15%	36%	9%	-1%	9%	-4%
CCc1cc(C(c2ccc(F)cc2)N2CCOCC2)c(NC(=O)c2ccccc2)s1 (stereo not given)	0%	5%	8%	-30%	-7%	?	-1%	5%	?
Cn1c(CN2CCOCC2)nnc1SCc1ccccc1	-6%	nt	20%	-10%	-11%	16%&7%	-1%	3%	23%
Cc1ccsc1/C=N/NC(=O)c1cccs1	5%	-6%	51%[activator]	6%	-14%	-11%	-5%	-7%	-8%[57.1 µM]
O=C1CCC(C(=O)OCc2cc(=O)oc3ccc4ccccc4c23)=NN1	22%	-7%	52%[activator]	1%[11.4 µM]	-7%[11.4 µM]	-15%	-1%	-34%	8%
Cc1ccc(S(=O)(=O)NCCNc2ccc([N+](=O)[O-])cc2)cc1	-2%	-12%	-2%	?	13%	-26%	-1%	9%	-3%
Cc1[nH]c(C)c(S(=O)(=O)N2CCN(c3ccc(Cl)cc3)CC2)c1C(=O)N1CCCC1	-1%	1%	9%[57 µM]	-17%	-4%	?	2%	-1%	21%

An excerpt from above in order of the GLS inhibitor value, high to low.
SMILES	Pin1 inh	ERG-DNA inh	HP1b chromo inh	JMJD2A Tudor inh	RGS4 inhibitor	ALOX12 inh	PGK inhibitor	GLS inhibitor	TrxR1 inh
Cc1ccc(S(=O)(=O)NCCNc2ccc([N+](=O)[O-])cc2)cc1	-2%	-12%	-2%	?	13%	-26%	-1%	9%	-3%
CCc1cc(C(c2ccc(F)cc2)N2CCOCC2)c(NC(=O)c2ccccc2)s1 (stereo not given)	0%	5%	8%	-30%	-7%	?	-1%	5%	?
Cc1[nH]c(C)c(S(=O)(=O)N2CCN(c3ccc(Cl)cc3)CC2)c1C(=O)N1CCCC1	-1%	1%	9%[57 µM]	-17%	-4%	?	2%	-1%	21%
O=C(CSCc1ccc(Cl)cc1)Nc1ccc2c(c1)OCO2	1%	-5%	42%[activator]	-3%	-14%	10%	2%	-5%	0%

Some of the compounds tested; rates above refer to the full screens.
